# Source: PubChem
# STEP inh: blocks human striatal-enriched tyrosine phosphatase; P54829; recombinant STEP, OMFP fluorogenic substrate, fluorescence; inhibition, % at 20 µM; actives 0.25% (n = 360,000);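 active = inhibition at 20 µM, scaled per plate between control wells, above about 37%, limit read from the data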;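 also: 0% = DMSO with enzyme and substrate and 100% = substrate only without enzyme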
# Target sequence (P54829 whole entry, looked up): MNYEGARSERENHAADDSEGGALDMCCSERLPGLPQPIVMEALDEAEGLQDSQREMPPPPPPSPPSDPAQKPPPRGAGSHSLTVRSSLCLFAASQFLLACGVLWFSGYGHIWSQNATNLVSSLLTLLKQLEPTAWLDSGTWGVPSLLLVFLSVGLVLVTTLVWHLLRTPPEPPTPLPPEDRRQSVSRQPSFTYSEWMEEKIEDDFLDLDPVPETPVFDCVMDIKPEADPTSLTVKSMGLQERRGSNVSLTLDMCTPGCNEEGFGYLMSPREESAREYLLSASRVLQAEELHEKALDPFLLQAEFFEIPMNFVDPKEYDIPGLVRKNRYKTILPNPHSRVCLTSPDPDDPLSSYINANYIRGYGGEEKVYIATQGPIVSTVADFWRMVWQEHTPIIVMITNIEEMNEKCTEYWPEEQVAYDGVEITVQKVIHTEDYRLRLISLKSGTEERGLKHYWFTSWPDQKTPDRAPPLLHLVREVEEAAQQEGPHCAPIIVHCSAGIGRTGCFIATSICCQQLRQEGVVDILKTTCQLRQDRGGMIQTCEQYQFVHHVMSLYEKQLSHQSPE
#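 medium = Bis-Tris buffer pH 6.0, 2.5 mM DTT, 0.005% Tween 20 | test system = STEP (striatal-enriched tyrosine phosphatase) enzyme, cell-free | measure = normalized % inhibition | compound dosing = 20 µM, 1% DMSO | also added = 25 µM OMFP | schedule = reaction 20 min, ambient temperature | measured by = fluorescence read at 480 nm ex / 540 nm em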
# bovine MsrA act: bovine methionine sulfoxide reductase A activation; purified bovine MsrA, absorbance read-out; AID 602163; activation, % at 10.6 µM; actives 0.3% (n = 360,000); in the data active = activation above about 7.5%;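 also: 0% = vehicle and 100% = reference activator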
# Tb MetRS inh: Trypanosoma brucei MetRS inhibition; purified T. brucei MetRS, ATP depletion, Kinase-Glo luminescence; inhibition, % at 11.9 µM; actives 0.4% (n = 360,000); AID 624268;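 active = inhibition above a per-plate cutoff of the control wells' mean inhibition plus 3 SD, cut at about 5.5% in these data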;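 also: 0% = DMSO wells median and 100% = median of wells with control inhibitor compound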
#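 Dosing: 11.9 µM single point; system: parasite MetRS enzyme; technique: luminescence of leftover ATP; times: 15 min enzyme-compound preincubation, 2 h reaction, 10 min detection, 25 °C; replicates: each compound tested once; read-out basis: percent inhibition relative to median high and low control wells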
# SUMO1 PPI mod: modulators of human SUMO1-mediated protein-protein interactions. inhibition, % at 20 µM. actives 0.33% (n = 360,000). SUMO1 binding to a labelled peptide, TR-FRET, 1 h; in the data active = inhibition above about 37%
# Target sequence (P63165 whole entry, looked up): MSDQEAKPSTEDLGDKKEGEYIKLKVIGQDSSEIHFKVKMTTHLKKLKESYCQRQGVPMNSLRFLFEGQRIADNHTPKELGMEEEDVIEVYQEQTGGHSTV
# eLon inh: inhibitors of E. coli Lon protease; purified E. coli Lon protease, fluorescence polarization; P0A9M0; inhibition, % at 7.94 µM; actives 0.42% (n = 360,000); in the data active = inhibition above about 13%, passing the limit was not always enough;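 also: 0% = enzyme with probe and DMSO and 100% = no enzyme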
# MsrA inhibitor: bovine MsrA inhibition; actives 0.75% (n = 360,000); inhibition, % at 15.5 µM; purified bovine MsrA, absorbance read-out; AID 651718; in the data active = inhibition above about 4.5%;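 also: 0% = vehicle wells with enzyme and 100% = reference inhibitor wells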
# LMPTP inh: blocks human LMPTP phosphatase. P24666. recombinant LMPTP-A, OMFP fluorogenic substrate, fluorescence intensity. inhibition, % at 20 µM. actives 0.22% (n = 360,000). AID 651560;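 active = compounds that cut the enzyme signal by at least half of the control window in the single-dose screen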;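 also: plate controls were DMSO wells with enzyme plus substrate for no effect and substrate without enzyme for full effect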
# Target sequence (P24666 whole entry, looked up): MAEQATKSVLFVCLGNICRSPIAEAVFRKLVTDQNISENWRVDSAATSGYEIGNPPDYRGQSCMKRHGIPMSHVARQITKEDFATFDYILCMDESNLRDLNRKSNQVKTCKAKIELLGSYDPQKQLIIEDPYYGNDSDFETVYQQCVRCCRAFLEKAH
#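 Test system – LMPTP-A enzyme · Amount – LMPTP-A at 0.625 nM final in the reaction · Buffer or medium – Bis-Tris pH 6.0, DTT, detergent · Reagent – OMFP 400 µM · Doses – single 20 µM dose · Schedule – reaction 50 min, room temperature, dark · Detection – fluorescence intensity of OMFP turnover product · Evaluation – percent inhibition versus substrate-only and uninhibited controls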
# NRP1-CendR mod: NRP-1/CendR interaction modulation; O14786; FAM-RPARPAR peptide binding to NRP-1, fluorescence polarization; inhibition, % at 25 µM; actives 0.85% (n = 360,000);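 active = inhibition or corrected inhibition above about 18%, plus a signal ratio from 0.5 to 1.5, limit read from the data, passing the limit was not always enough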; also: strong numbers were not always called active
# DNMT1 inh: DNMT1 (human) enzyme inhibition. P26358. DNMT1 molecular beacon, Hinp1I cleavage, fluorescence. inhibition (reported as % activation of signal), % at 10 µM. actives 0.83% (n = 360,000). AID 588458; in the data active = inhibition above about 50%
# Scp-1 inhibitor: Scp-1 (human) phosphatase inhibition. Q9GZU7. Recombinant Scp1, phosphopeptide, malachite green phosphate absorbance. inhibition, % at 20 µM. actives 0.88% (n = 340,000). AID 493091;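 active = inhibition above about 50% at 20 µM, limit read from the data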;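 also: plate controls were DMSO wells with enzyme for no effect and wells lacking enzyme for full effect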
# Target sequence (Q9GZU7 76-261 limits assumed): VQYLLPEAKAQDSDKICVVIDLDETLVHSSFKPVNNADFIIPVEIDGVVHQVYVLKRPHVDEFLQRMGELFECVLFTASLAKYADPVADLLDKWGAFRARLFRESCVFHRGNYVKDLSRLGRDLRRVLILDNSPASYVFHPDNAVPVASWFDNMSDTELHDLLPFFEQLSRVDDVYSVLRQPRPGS
#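 System: SCP-1 catalytic domain; Reagent: Phospho 17-mer peptide substrate; Doses: one concentration, 20 µM, with 1.0% DMSO; Incubation: 45 min room-temperature reaction, 5 min colour, 30 min stabiliser; Signal: Phosphate-binding colour reagent, absorbance read at 630 nm.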
# * = called active by the depositor; / = not tested or not shown. No enrichment for hits; 4.3% or so of the library scored in one or more.
# The line under a structure holds: STEP inh	bovine MsrA act	Tb MetRS inh	SUMO1 PPI mod	eLon inh	MsrA inhibitor	LMPTP inh	NRP1-CendR mod	DNMT1 inh	Scp-1 inhibitor
> CS(=O)(=O)N(CC(=O)NCc1ccco1)c1ccc2c(c1)OCO2
  -3	-6	-1.0	1	-8	0.1	2.3	3	17	18
> O=C(Cn1nnc(-c2ccc3c(c2)OCO3)n1)NCc1ccccc1
  4	-4	0.2	-2	6	-0.4	0.0	9	9	-9
> CCCN1CCC(=O)N([C@H](CSc2ccc(Br)cc2)c2ccccc2)CC1
  1	-2	-0.2	-2	-3	-0.7	0.7	24*	-11	0
> COC(=O)c1ccccc1CON1C(=O)C(C)(C)N(OCc2ccccc2C(=O)OC)C(=O)C1(C)C
  -2	-7	-0.9	2	-9	-0.6	0.4	0	0	-4
> O=C(CSc1ccccc1)Nc1nnc(COc2ccc(Cl)cc2)s1
  17	-3	-0.1	2	-5	-0.8	2.6	-12	-2	19
> COc1ccc2[nH]c3c(c2c1)CCNC3=O
  2	-3	-0.1	4	-7	-0.1	-0.3	-2	-5	-7
> CCNC(=O)CC1C(=O)N(c2ccccc2)C(=O)N1CCC(C)C (stereo unspecified)
  -6	-8	-0.6	0	-10	-0.7	-1.0	-6	-1	-6
> CC(C)C(=O)Nc1cccc(C(=O)Nc2nncs2)c1
  -1	1	0.0	-4	-1	0.0	-1.9	4	3	-6
> CC(=O)Nc1cccc(-c2ccnc3c2CC(C(=O)Nc2ccc(F)c(Cl)c2)O3)c1 (stereo unspecified)
  -2	-1	-0.2	5	-6	0.3	1.0	-13	1	/
> Cc1ccc(Oc2nccc(-c3ccc(Cl)cc3)n2)cc1
  1	0	0.0	-1	1	0.0	1.2	-5	5	-9
> CCOc1ccc(S(=O)(=O)n2nc(C)cc2C)c2ccccc12
  2	-3	-0.5	4	-2	0.8	0.6	-1	-2	-12
> CCOC(=O)c1[nH]c(C=O)c(C(=O)OCC)c1C
  3	-8	-0.4	-1	-1	-1.0	1.7	-10	5	-8
> Cc1ccc(O)c(NC(=O)c2cc(C)no2)c1
  -3	-2	0.8	6	-2	0.8	-0.7	-4	2	-2
> CCCn1c(C)cc(C(=O)COc2ccc(S(=O)(=O)N(CC)CC)cc2[N+](=O)[O-])c1C
  4	-5	0.4	-6	0	-0.7	1.6	8	-2	-10
> C=CCNC(=O)/C(=C\c1ccc([N+](=O)[O-])cc1)NC(C)=O
  0	-3	-0.4	-25	-4	3.4	-0.2	6	2	-2
> CC(=O)N1CCC2(CC1)CC(=O)c1cc(OCC(=O)NCc3ccco3)ccc1O2
  -1	-6	-0.3	-1	-3	-0.3	-1.7	7	4	-6
> C=CCn1c(CNc2ccc(C)cc2)nnc1SCC(=O)N/N=C/c1ccc(O)cc1O
  0	-1	1.3	4	3	2.4	0.7	3	0	-13
> O=C(NC(=S)Nc1ccccn1)c1ccc([N+](=O)[O-])cc1
  0	-1	0.0	-27	-1	0.0	-0.7	-10	-1	-1
> O=[N+]([O-])c1ccc(N2CCN(c3cccc(Cl)c3)CC2)cn1
  3	-2	0.1	-23	1	-0.1	2.1	8	-2	-6
> CCN(CC)C(=S)Nc1ccc(Cl)c(Cl)c1
  1	1	0.4	0	17*	1.4	1.6	6	2	-8
> CS(=O)(=O)N(CC(=O)N1CCN(c2ccccc2)CC1)c1ccccc1Cl
  0	-1	-0.4	-1	-2	0.3	-1.3	2	9	-5
> COC(=O)C1SCC2C(=O)N(Cc3ccccc3)CC(=O)N21 (stereo unspecified)
  2	-8	-1.2	4	0	0.6	-0.8	-27	1	-2
> CCOc1ccc2ncc(S(=O)(=O)c3ccccc3)c(N3CCN(c4ccc(OC)cc4)CC3)c2c1
  0	-2	0.2	-3	-4	0.2	1.7	10	-2	-5
> Cc1ccn(CC(=O)N2CCCC(N3CCN(c4ccccc4F)CC3)C2)n1 (stereo unspecified)
  -2	-1	0.3	2	1	-0.4	1.0	17	1	-5
> CCN1CCN(CCNC(=O)CCc2c(C)c3c(C)nn(-c4ccccc4)c3n(C)c2=O)CC1
  -3	-4	-0.4	-13	0	/	-7.8	14	-2	-8
> O=c1cc(CSc2ccc(Cl)cc2)nc(N2CCCCC2)[nH]1
  0	-10	-1.3	1	-4	1.6	0.4	2	-1	-1
> CCOC(=O)[C@@H]1[C@H]2COc3cc(OC)ccc3[C@H]2N2C(=O)N(c3ccc(C)cc3)C(=O)[C@@]12C
  0	-2	0.1	4	6	2.3	1.9	2	-4	-11
> COc1ccc(C(=O)/C=C/c2ccccc2F)c(OC(=O)c2ccc([N+](=O)[O-])cc2)c1
  3	-2	0.2	-16	2	-0.4	2.2	14	3	-15
> NC(=O)CCN1CCCCC1
  -4	-9	-1.0	-1	2	-1.2	1.8	7	1	12
> C#CC1(O)CCCC2C3CCC4CC(OC(C)=O)CCC4(C)C3C(=O)CC21C (stereo unspecified)
  -4	-2	-0.3	0	-9	-1.1	-0.8	10	-3	-15
> C[C@H](CO)N1C[C@H](C)[C@@H](CN(C)S(=O)(=O)c2cn(C)cn2)Oc2ccc(NC(=O)NC3CCCCC3)cc2C1=O
  0	-2	0.0	0	12	1.2	-1.0	7	0	-4
> CCOC(=O)c1c(C)[nH]c(C(=O)CC(=O)OC)c1C
  -2	-3	-0.7	1	-1	-1.4	-1.1	-1	1	-1
> O=S1(=O)CC(N2CCSCC2)CN1Cc1cn(Cc2ccc(F)cc2)nn1 (stereo unspecified)
  /	-6	-1.1	-1	-7	1.1	0.7	4	/	/
> CCOC(=O)Cc1nnc(NC(=O)C23CC4CC(CC(C4)C2)C3)s1
  -3	-3	0.2	1	-5	0.8	-1.7	-9	1	-6
> CN(C)c1ccc(NC(=O)C2C3C=CC(C3)C2C(=O)O)cc1 (stereo unspecified)
  7	1	-0.5	-28	-3	-0.4	7.5	2	-6	8
> CC(=O)Cc1nsc(NC(=O)c2ccc(-c3ccc(F)cc3)o2)n1
  -3	-6	-0.6	-6	-5	7.0*	0.0	-2	1	1
> O=C(COc1ccc(Cl)cc1)Nc1cccc(-c2ccc3nncn3n2)c1
  4	15*	-0.4	-14	4	1.5	2.3	-7	8	-8
> COc1ccc(N2CCN(c3nc(-c4cccs4)nc4ccccc34)CC2)cc1
  6	0	-0.2	0	-1	1.0	6.2	0	0	3
> CCNC(=O)/C(=C\c1ccc2c(c1)OCO2)NC(=O)c1ccc(Br)cc1
  3	-3	-0.5	-3	-1	1.4	0.1	4	1	0
> CC(CCc1ccccc1)NC(=O)COC(=O)c1cccc(N(C)C)c1 (stereo unspecified)
  2	-3	-0.9	13	-5	1.7	1.7	1	-2	5
> Cc1oc(-c2ccc(Cl)cc2)nc1CS(=O)CC(=O)NC(C)c1ccccc1 (stereo unspecified)
  0	-3	0.3	2	-3	-1.5	0.6	-6	-4	-13
> O=C(c1cccc(S(=O)(=O)N2CCN(c3ccc(F)cc3)CC2)c1)N1CCN(c2ccccc2O)CC1
  2	-1	-0.4	-2	11	0.3	1.2	2	-8	-1
> Cn1c(NCc2c(O)ccc3ccccc23)nc2ccccc21
  -2	0	-0.6	-6	2	-0.7	3.0	14	-6	3
> CCCCNC(=O)O[C@@H]1C[C@H]2CCCC(=O)N3CC[C@@H](C1)[C@@H]23
  3	1	-0.2	2	-11	-1.0	-0.2	8	5	-3
> COc1ccc2[nH]c3c(c2c1)CCN1C(=O)C(CC(=O)NC(C)(C)C)C[C@H](C(=O)N2CCOCC2)[C@@]31CCC1CCCC1 (stereo partly specified)
  -1	0	-1.7	-3	-4	-0.9	0.2	0	-4	4
> CC(=O)CC1=NC(C)(C)Cc2ccccc21
  3	-3	0.0	-6	-4	0.7	-0.3	-4	2	-4
> CCC(=O)N1CCN(c2nc(-c3ccccc3)c3c(c2C#N)CCCC3)CC1
  2	2	0.3	-10	9	1.0	1.0	-2	-5	-3
> Cn1c(N2CCN(C(c3ccccc3)c3ccccc3)CC2)nc2ccccc21
  2	-10	-0.9	3	2	-0.3	1.4	-6	6	2
> COc1ccc(N(C(=O)c2ccco2)S(=O)(=O)c2ccccc2)cc1
  6	-2	-0.3	-1	3	-0.7	0.6	13	-3	-8
> O=C(COc1ccccc1[N+](=O)[O-])N(C1CCCCC1)C1CCS(=O)(=O)C1 (stereo unspecified)
  1	0	-0.3	-3	-10	1.3	-0.5	4	1	-7

# Later entries.
# The line under a structure holds: STEP inh	bovine MsrA act	Tb MetRS inh	SUMO1 PPI mod	eLon inh	MsrA inhibitor	LMPTP inh	NRP1-CendR mod	DNMT1 inh	Scp-1 inhibitor
> C=CCNC(=O)CSc1nnc(-c2ccc(S(=O)(=O)N3CCCC3)cc2)n1C
  -1	-2	-0.2	6	-1	0.3	-2.1	7	2	-5
> CC(=O)c1cc2c(cc1NC(=O)CCCC(=O)O)OCO2
  -1	0	0.4	-3	9	1.4	-1.0	-2	0	-3
> O=C(Nc1nccs1)c1ccc([N+](=O)[O-])cc1
  -1	-6	-0.8	-30	3	-0.5	1.1	-3	1	-17
> CN1CCN(S(=O)(=O)c2ccc(Nc3cccc(Cl)c3)c([N+](=O)[O-])c2)CC1
  3	-6	-0.2	-33	-19	0.2	1.6	-1	8	-1
> Cc1cc(=O)[nH]c(N/N=C/c2cn(CCC#N)nc2-c2ccccc2)n1
  1	-6	-0.6	-1	13	0.4	-0.2	-12	-4	1
> S=C1NC2(CCCCCC2)N=C1c1ccccc1
  -2	-3	-0.6	-9	2	0.2	-0.2	6	0	-10
> CNC(=S)N1CCN(c2nc(-c3ccc(F)cc3)cs2)CC1
  1	-4	-1.7	-5	0	0.2	0.4	-1	-2	0
> Cc1ccc(N=c2c([N+](=O)[O-])nn(-c3ccc4c(c3)OCCO4)n2O)cc1F
  0	0	-0.4	-14	-8	2.1	0.1	-14	3	-8
> O=C(c1cc2ncc(CCCl)cn2n1)N1CCCCCC1
  -3	-3	0.1	3	-4	0.9	-2.0	-2	-2	-5
> O=C(Nc1cccc(NC(=O)c2ccco2)c1)c1ccc([N+](=O)[O-])cc1
  0	-2	-0.1	-12	-3	0.3	-0.1	-1	1	7

# One compound at a time (already shown):
# Record of `O=C(Nc1cccc(NC(=O)c2ccco2)c1)c1ccc([N+](=O)[O-])cc1` = STEP inh: 0; bovine MsrA act: -2; Tb MetRS inh: -0.1; SUMO1 PPI mod: -12; eLon inh: -3; MsrA inhibitor: 0.3; LMPTP inh: -0.1; NRP1-CendR mod: -1; DNMT1 inh: 1; Scp-1 inhibitor: 7
# Record of `O=C(Nc1nccs1)c1ccc([N+](=O)[O-])cc1` = STEP inh: -1; bovine MsrA act: -6; Tb MetRS inh: -0.8; SUMO1 PPI mod: -30; eLon inh: 3; MsrA inhibitor: -0.5; LMPTP inh: 1.1; NRP1-CendR mod: -3; DNMT1 inh: 1; Scp-1 inhibitor: -17
